# SRC2 TRFRET art: counter-screen for PPARgamma SRC-2 recruitment agonists: TR-FRET artefact | stronger effect = higher value | TR-FRET ratio at 8 µM | actives 0.4% (n = 200,000); in the data active = TR-FRET ratio above about 2000; note: inactives centre near 1500
# PPARg SRC3 recr: promotes SRC-3 coactivator recruitment by human PPARgamma | P37231 | biochemical PPARgamma/SRC-3 coactivator recruitment assay | activation, % at 8 µM | actives 0.26% (n = 200,000) | AID 731; in the data active = activation above about 23%;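 note: 0% = DMSO and 100% = reference agonist; some compounds past the cut are filed as inactive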
# Target sequence (P37231 whole entry, looked up): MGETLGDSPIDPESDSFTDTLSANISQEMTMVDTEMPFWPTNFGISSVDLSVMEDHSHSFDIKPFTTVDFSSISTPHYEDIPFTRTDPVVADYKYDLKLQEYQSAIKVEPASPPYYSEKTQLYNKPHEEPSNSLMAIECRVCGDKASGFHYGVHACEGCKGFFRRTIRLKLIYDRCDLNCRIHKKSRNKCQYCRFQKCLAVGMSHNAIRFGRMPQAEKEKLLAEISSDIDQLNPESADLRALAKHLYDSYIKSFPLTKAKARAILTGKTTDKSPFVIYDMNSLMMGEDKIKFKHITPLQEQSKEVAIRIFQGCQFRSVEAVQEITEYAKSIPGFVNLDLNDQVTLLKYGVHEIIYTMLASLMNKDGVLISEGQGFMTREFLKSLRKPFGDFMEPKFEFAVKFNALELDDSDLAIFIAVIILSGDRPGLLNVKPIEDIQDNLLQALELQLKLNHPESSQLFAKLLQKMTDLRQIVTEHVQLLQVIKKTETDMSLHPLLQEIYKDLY
# TNAP act hiacc: increases human TNAP activity under high phosphate acceptor concentration; AID 1136; purified TNAP, CDP-star luminescence, 1 M DEA, 30 min; stronger effect = higher value; 0 = EDTA background, 1 = DMSO-only activity; 200,000 tested, under 10 active; P05186; activation factor at 20 µM;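 active = activation factor at least 2 at 20 µM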
# Target sequence (P05186 whole entry, looked up): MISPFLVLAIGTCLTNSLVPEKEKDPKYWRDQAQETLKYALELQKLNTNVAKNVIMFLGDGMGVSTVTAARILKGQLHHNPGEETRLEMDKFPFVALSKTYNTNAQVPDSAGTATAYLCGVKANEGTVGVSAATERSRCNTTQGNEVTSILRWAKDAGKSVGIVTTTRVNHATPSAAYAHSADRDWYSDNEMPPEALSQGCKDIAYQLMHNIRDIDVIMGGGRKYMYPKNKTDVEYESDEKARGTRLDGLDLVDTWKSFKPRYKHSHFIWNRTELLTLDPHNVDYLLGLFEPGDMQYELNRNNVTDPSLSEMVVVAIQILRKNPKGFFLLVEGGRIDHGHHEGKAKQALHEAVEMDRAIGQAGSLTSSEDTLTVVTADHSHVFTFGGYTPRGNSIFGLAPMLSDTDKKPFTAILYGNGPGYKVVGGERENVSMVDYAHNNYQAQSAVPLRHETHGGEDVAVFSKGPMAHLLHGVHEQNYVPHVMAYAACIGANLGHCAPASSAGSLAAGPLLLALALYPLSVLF
#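 Test system – human TNAP · Doses – 20 µM single point · Incubation – 30 min, room temperature · Signal – luminescent substrate turnover signal · Read-out basis – activation factor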
# bIAP activator: intestinal alkaline phosphatase (bovine) activation. AID 1016. actives 0.17% (n = 200,000). purified bovine IAP, CDP-star luminescence, 30 min; stronger effect = higher value; fold of DMSO-control signal, blank-subtracted. activation factor at 20 µM;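 active = activation factor of 2 or more at 20 µM, a signal rise over negative controls twice the positive control's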
# STAT3 inh: reduces IL-6 driven STAT3 reporter signal; actives 0.89% (n = 190,000); AID 862; inhibition, % at 5.5 µM; U3A cells, IL-6 STAT3-luciferase reporter, luminescence; host cell line lacks STAT1;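 active = inhibition above the mean inhibition across all screened compounds plus 3 SD, cut at about 44% in these data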;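 note: 0% = DMSO only wells and 100% = 100 µM nifuroxazide control wells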
# STAT1 blocker: reduces IFN-gamma driven STAT1 reporter signal; NIH 3T3 STAT1-luciferase reporter, luminescence; inhibition, % at 5.5 µM; actives 0.35% (n = 200,000); AID 920;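 active = inhibition above a set limit, the mean inhibition across all tested compounds plus 3 SD, cut at about 34% in these data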;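 note: 0% = IFN-gamma with DMSO and 100% = IFN-gamma with 300 µM nifuroxazide; values of inactives mirror those of a sister screen read the other way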
# PPARg SRC-2 ag: agonists of SRC-2 recruitment by human PPARgamma; PPARgamma LBD-SRC-2 recruitment, biochemical; actives 0.34% (n = 200,000); AID 1032; activation, % at 8 µM; in the data active = activation above about 22%;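 note: 0% = vehicle and 100% = reference agonist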
# ROMK mod: modulates human ROMK potassium channel activity. P48048. Tet-inducible ROMK, thallium flux fluorescence; actives lie on both sides. B-score at 10 µM. actives 2% (n = 130,000);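 active = signal ratio slope over the read window, or its plate-corrected B-score, at least 3 SD from the plate mean, either direction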;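 note: B-score of the F/F0 ratio slope over 7 to 12 s after thallium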
# PPARg SRC-1 ag: promotes SRC-1 coactivator recruitment by human PPARgamma; P37231; PPARgamma-SRC-1 coactivator recruitment biochemical assay; activation, % at 8 µM; actives 0.41% (n = 200,000); in the data active = activation above about 19%;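 note: 0% = DMSO and 100% = reference agonist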
# bIAP inhibitor: intestinal alkaline phosphatase (bovine) inhibition; purified bovine IAP, CDP-star luminescence, 30 min; 190,000 tested, under 10 active; inhibition, % at 20 µM; AID 1019;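 active = over 50% inhibition of intestinal alkaline phosphatase at 20 µM in the single-dose screen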
#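 Incubation: 30 min reaction at room temperature / Material: purified bovine intestinal alkaline phosphatase (IAP) enzyme / Input: enzyme at 1/65,000,000 dilution / Dosing: 20 µM single dose / Signal: CDP-star luminescence signal / Reagent: CDP-star chemiluminescent phosphatase substrate, 30 µM final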
# STAT3 activator: increases IL-6 driven STAT3 reporter signal. U3A cells, IL-6 STAT3-luciferase reporter, luminescence; 100% = signal with IL-6 EC80 alone. activation (% of control), % at 5.6 µM. actives 0.91% (n = 190,000);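 active = activation above the screen-wide mean of compound activation plus 3 SD, cut at about 130% in these data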;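 note: 0% = background luminescence of wells with medium and substrate only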
#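 system = STAT3-luciferase reporter U3A cells | reagent = IL-6 stimulus at 33 ng/mL final | timing = 1 h compound pre-exposure, 6 h IL-6 stimulation, 37 °C | measured by = luminescence | evaluation = % activation versus median of IL-6-stimulated wells | control set = IL-6-only wells as 100% reference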
# Starred values were filed as active, the others as inactive; . = not tested or not shown.
# Start of the data: the first two records, ahead of the listing:
compound	bIAP activator	TNAP act hiacc	PPARg SRC3 recr	ROMK mod	STAT3 inh	bIAP inhibitor	PPARg SRC-1 ag	PPARg SRC-2 ag	SRC2 TRFRET art	STAT1 blocker	STAT3 activator
O=c1c2c(nc3nc(NCc4ccccc4Cl)[nH]n13)CCC2	1	1	-3	0.84	10	3	1	-2	1398	-2	98
O=C(Nc1ccccn1)c1c(O)c2cccc3c2n(c1=O)CCC3	0.9	1	-3	0.77	-61	9	2	8	1528	0	157*

# The listing (from the top)
compound	bIAP activator	TNAP act hiacc	PPARg SRC3 recr	ROMK mod	STAT3 inh	bIAP inhibitor	PPARg SRC-1 ag	PPARg SRC-2 ag	SRC2 TRFRET art	STAT1 blocker	STAT3 activator
O=c1c2c(nc3nc(NCc4ccccc4Cl)[nH]n13)CCC2	1	1	-3	0.84	10	3	1	-2	1398	-2	98
O=C(Nc1ccccn1)c1c(O)c2cccc3c2n(c1=O)CCC3	0.9	1	-3	0.77	-61	9	2	8	1528	0	157*
Cc1ncoc1C(=O)Nc1cccc(Cl)c1	1	1	7	.	-2	2	1	2	1295	-31	103
CCOC(=O)N1CCC(N2CCN(C3CCCC3)C(CCO)C2)CC1 (stereo unspecified)	0.9	1	0	.	5	9	6	4	1510	-6	100
CCN1C(=O)c2cccc3c(S(=O)(=O)Nc4ccccc4)ccc1c23	1	1.1	-1	.	36	3	2	3	1777	21	72
Cc1c(C(=O)C(=O)NCCc2ccc(S(N)(=O)=O)cc2)c2ccccc2n1C	0.6	1	3	0.34	2	35	1	-7	1406	-4	100
O=[N+]([O-])c1cc([N+](=O)[O-])c(N2CCCCCC2)cc1NCCO	0.8	0.9	-6	.	7	19	2	-6	1611	7	104
O=C(CN1CCN(c2ccccc2)CC1)Nc1ccccc1C(F)(F)F	1	1	9	.	-6	2	-2	2	1469	-3	109
Cc1cc(C)nc(N(C#N)CN2C(=O)c3ccccc3S2(=O)=O)n1	0.9	1.1	12	.	5	7	7	2	1531	21	99
Cc1ccc(Cn2c(O)c(N=NC(=S)Nc3ccccc3F)c3ccccc32)cc1	0.7	0.8	0	0.066	3	30	5	1	1572	0	108
Cc1csc(Nc2ccc(Cl)cc2)n1	0.9	1	2	0.27	10	8	2	4	1612	-46	96
CCCCCCc1cc2cc(S(=O)(=O)c3ccc(F)c(Cl)c3)c(=O)oc2cc1O	0.7	1	1	.	0	33	7	10	1599	8	96
O=C(Cc1ccc2c(c1)OCCO2)N1CCN(S(=O)(=O)c2cccc(C(F)(F)F)c2)CC1	1.6	1	-2	-2.1	-3	-59	2	-4	1549	-18	100
O=C(CSc1ncc(-c2ccccc2)n1CC1CCCO1)N1CCCCC1 (stereo unspecified)	1.1	1.1	5	.	7	-11	-13	1	1619	8	98
Cc1cc(NN)nc(NS(=O)(=O)c2ccc(Cl)cc2)n1	1.1	1	-3	0.86	0	-8	3	-3	1298	2	101
COc1cc(Cl)c(S(=O)(=O)N2CCOCC2)cc1Cl	0.9	1	-7	-0.17	3	6	1	6	1579	2	101
Cc1ccc2c(c1)NCC(C(=O)NCc1ccccc1)O2 (stereo unspecified)	1.1	1	-1	-0.074	2	-5	-1	-3	1251	3	98
COc1ccc(C2=Nn3c(nnc3-c3ccc(OC)cc3)SC2)cc1	1	1.1	1	.	-3	4	4	7	1581	-8	112
Cc1nnn(-c2nonc2N)c1C(=O)N/N=C/c1cccc2ccccc12	0.6	1	1	.	6	39	-7	-5	1592	15	94
C=CCn1c2ccccc2c2nnc(SC(CC)C(=O)Nc3sc4c(c3C#N)CCCC4)nc21 (stereo unspecified)	0.6	0.9	3	0.98	1	36	5	4	1568	9	100
COc1ccccc1-c1nc(-c2ccccn2)no1	1	1	-10	.	75*	3	0	-5	1413	36*	42
Cc1nc(-c2ccncc2)sc1C(=O)Nc1ccc(Br)cc1	1	1	0	-0.25	26	4	-3	-3	1399	-3	82
N#Cc1c2n(cnc1=O)CCCCC2	1	1	6	-0.65	-9	5	4	2	1629	8	107
CC1CN(c2nn3c(=O)c4ccccc4nc3c3ccccc23)CC(C)O1 (stereo unspecified)	1	1	9	-1.4	23	-2	10	2	1704	0	82
O=S(=O)(/C=C/c1ccccc1)Nc1ccc(N2CCOCC2)cc1	1	1.1	2	.	18	4	6	7	1790	2	90
CCOC(=O)/C(C#N)=N\Nc1ccc(S(=O)(=O)Nc2nc(C)cc(C)n2)cc1	1.3	1	1	.	0	-33	1	-7	1516	5	102
Cc1nnc(SCCC(=O)Nc2ccc(F)cc2)s1	1	1	7	0.26	12	-2	1	10	1434	8	95
COc1ccc(Cn2ccc(=O)c(Cc3c(Cl)cccc3Cl)c2C)cc1	1.1	1	-4	.	10	-9	4	-8	1439	-2	92
CC(=O)NC1=NN(C(C)=O)C(C)(c2ccc(Cl)s2)S1 (stereo unspecified)	0.9	1	6	.	9	10	0	9	1630	-9	92
COc1cc(OC)cc(C(=O)NN2CCCCC2)c1	1	1.1	-5	.	7	-2	-2	3	1480	-6	102
O=C(Cn1nnc(-c2ccccc2)n1)NNC(=O)c1ccc(Br)cc1	1.1	1	-4	0.9	-1	-7	-5	2	1630	-3	105
COc1ccc(N(CC(=O)Nc2cc(C)ccc2C)S(=O)(=O)c2c(C)nn(C)c2C)cc1	0.9	1	3	.	-6	8	-1	6	1445	-5	105
O=C(c1ccc(F)cc1)N1CCOCC1	0.9	1	3	1.5	14	13	1	9	1624	1	93
O=C(CCC(=O)c1ccc(Oc2ccccc2)cc1)Nc1cccc(Cl)c1	1	1	6	.	-8	1	11	11	1698	-3	105
CC(=O)N1c2ccccc2NC2=C(C(=O)CCC2)C1c1ccc(F)cc1 (stereo unspecified)	0.9	1.1	9	0.32	-1	6	11	19	1538	-2	104
CN(c1ccccc1)S(=O)(=O)c1cccc(NC(=O)CSc2ncc(C(F)(F)F)cc2Cl)c1	1	1.1	-1	-0.62	-3	3	-7	9	1449	-1	103
COc1ccc(/C=C/C(O)=C(\C#N)c2nnc(N3CCOCC3)n2-c2ccccc2)cc1OC	1.1	1	8	0.085	3	-6	7	7	1486	5	105
CC1=C(C(=O)Nc2ccccc2)C(c2cccnc2)n2nc(-c3cccnc3)nc2N1 (stereo unspecified)	1	1	4	.	6	3	-4	5	1608	-3	98
COC(=O)Oc1cncc(C(=O)O)c1	1.1	1	12	.	2	-6	0	10	1666	3	103
CC(NC(=O)C(=S)N1CCN(C)CC1)c1ccccc1 (stereo unspecified)	0.9	1	0	0.089	-2	9	8	-1	1775	11	103
O=S(=O)(c1ccccc1)N1CCSC1c1ccco1 (stereo unspecified)	0.9	1	1	.	5	15	4	1	1581	3	100
O=C(N/N=C1/CCSC1)c1cccc([N+](=O)[O-])c1	1	1.1	2	-0.032	9	2	0	0	1696	-5	91
Cc1ccc(OC(=O)CCC(=O)N2CCc3ccccc32)cc1	0.9	1.1	6	.	-31	8	-6	11	1616	7	131
CC(=O)Nc1ccccc1C(=O)C(=O)Nc1cccc(C(=O)N2CC(C)CC(C)C2)c1 (stereo unspecified)	1.1	1	1	-1.1	17	-9	3	3	1703	-1	91
Cc1ccc(C(=O)Nc2cc(C(C)C)c(O)c(C(C)C)c2)cc1	0.9	1	3	-0.45	-1	7	11	4	1455	-17	103
COc1cc(SC)ccc1C(=O)NCc1ccc(C)cc1	0.9	1	-1	.	9	8	2	11	1678	-4	101
CC(=O)C1=C(O)C(=O)N(c2ccc(C)cc2)C1c1ccc([N+](=O)[O-])cc1 (stereo unspecified)	1	1	-3	-0.8	11	2	-6	-5	1654	11	96
O=C1CNC(=O)/C1=C/c1ccc(O)cc1	0.6	0.8	-4	.	3	44	-6	-1	1462	3	102
CC1CCCCC1NC(=O)Cn1nnc2ccccc2c1=O (stereo unspecified)	1.2	1	0	-0.59	-4	-16	-6	-7	1636	0	108
Cc1ccc(/C=N/Nc2ccc(Cl)c(C(=O)O)c2)s1	1.3	1	5	.	-31	-32	9	9	1817	-49	129
C=CCNC(=O)c1scc2c1CCCC2	1	1	0	-0.39	16	-1	-2	-3	1573	3	90
CCCCSc1nc(O)c(C2OC(=O)c3c2ccc(OC)c3OC)c(=O)n1-c1ccccc1 (stereo unspecified)	1.1	1	4	1	5	-9	0	8	1466	3	101
O=C(CN1C(=O)C2C3C=CC(C3)C2C1=O)N1CC=C(c2ccccc2)CC1 (stereo unspecified)	1	1	-3	0.046	11	-3	-9	-3	1520	-4	93
Cc1cc(C(=O)C(=O)N(C)C)c(C)n1-c1ccc([N+](=O)[O-])cc1	0.9	1	-11	.	3	7	7	1	1649	-5	100
Nc1ccc(N(CCO)CCO)cc1	0.9	1	9	1.6	4	10	17	9	1697	-4	103
CCC1(CC)N=C(c2ccccc2)C(=S)N1	0.8	1.1	5	-0.71	-11	20	8	3	1562	4	111
COC(=O)c1c(NC(=O)c2nn(C)cc2Cl)sc2c1CCCC2	0.8	1	-1	1.5	19	21	-2	-2	1729	9	89
Cc1c(N(C)C(=O)c2ccco2)c(=O)n(-c2ccccc2)n1C	0.9	1	-2	0.63	6	7	-1	6	1523	0	98
N/C(=N\NC(=O)c1ccccc1)c1cc2ccccc2oc1=O	0.9	1	0	0.91	11	7	-2	-7	1441	6	95
CCO[C@H]1OC(C(=O)N2CCN(Cc3ccc4c(c3)OCO4)CC2)=C[C@@H](c2ccc(Br)cc2)[C@@H]1CCCO	1	1.1	-2	.	.	-4	-3	-7	1474	1	.

# Further entries follow.
compound	bIAP activator	TNAP act hiacc	PPARg SRC3 recr	ROMK mod	STAT3 inh	bIAP inhibitor	PPARg SRC-1 ag	PPARg SRC-2 ag	SRC2 TRFRET art	STAT1 blocker	STAT3 activator
Cc1ccc(NC(=O)Nc2cccs2)c(Cl)c1	0.9	1	0	-0.89	34	8	2	5	1549	-19	71
COc1ccc(CN2C(=O)CC(Cc3ccc(C)cc3)C2=O)cc1OC (stereo unspecified)	1	1	-4	.	-2	-2	-2	-3	1597	-2	102
CCOC(=O)c1sc(NC(=O)c2ccc(S(=O)(=O)N3CCCCCC3)cc2)nc1-c1ccccc1	0.8	1	-2	.	8	16	-8	-10	1530	8	92
N=c1cc(C2(O)CCCCC2)n2c(nc3ccccc32)s1	0.8	1.1	0	-0.55	61*	19	12	6	1640	-4	49
Oc1ccccc1C=NC1CCCCC1N=Cc1ccccc1O (stereo unspecified)	1.2	1	2	0.016	6	-23	-8	1	1735	-2	97
Cc1ccccc1NC(=O)NCc1ccco1	1.1	1.1	3	.	16	-9	5	8	1545	3	91
O=C(CSc1nnc(SCc2ccccc2)s1)N/N=C/c1ccc(Cl)cc1Cl	1	1	1	.	-6	4	6	3	1510	-3	104

# Hits appear at their usual frequency; 3.7% or so of the library scored in one or more.
